# Source: PubChem (Broad Institute)
# Cneo AK release = causes C. neoformans cell lysis | adenylate kinase release luminescence, 4 h; normalised: neutral wells 0, clomiphene wells 100 | lysis activity, % at 15 µM | actives 0.2% (n = 360,000);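 active means mean lysis activity across replicates of at least 80%, whatever share of replicates individually reach that level; inactive means mean lysis activity below 80%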
#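 Schedule: static 4 h at 37 °C with compound, 1 h detection; system: C. neoformans cells; benchmarks: Clomiphene as positive control; buffer or medium: fresh YPD medium; measure: luminescence rise reflecting yeast cell lysis; measured by: luminescent adenylate kinase detection reagent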
# S100A4 MyoIIA = inhibitors of human S100A4 binding to myosin IIA peptide | P26447 | S100A4/TAMRA-MyoIIA peptide fluorescence polarization | inhibition, % at 10.7 µM | actives 0.14% (n = 360,000);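 active means mean inhibition of at least 70% across replicates, with every replicate also reaching that level; inconclusive means mean inhibition reaches 70% but some replicates fall short; inactive means mean inhibition below 70%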
# Target sequence (P26447 whole entry, looked up): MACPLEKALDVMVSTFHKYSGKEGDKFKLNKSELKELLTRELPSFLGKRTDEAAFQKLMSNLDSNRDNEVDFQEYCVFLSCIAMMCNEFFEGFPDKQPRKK
#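 assay system = human S100A4 monomer with TAMRA-labelled myosin IIA peptide | also added = labelled myosin peptide probe, 5 nM | incubation = 5 min between mix addition and reading | control set = DMSO and TFP controls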
# XiGFP reactiv = X-chromosome reactivation activator. XiGFP mouse fibroblasts, % GFP-positive cells imaging, 3 d; cells co-treated with 5-aza-dC sensitizer; scaled so ellipticine positive control = 100%. activation, % at 7.58 µM. actives 0.055% (n = 360,000). AID 743238;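 active means mean normalized replicate activation at least 10% and every replicate at or above 10%; inconclusive means only one of the two criteria met; inactive means mean below 10% and not all replicates reach 10%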;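 further: 0% = median of on-plate neutral control wells and 100% = ellipticine 6 µM median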
#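 System: SV40-immortalized XiGFP fibroblast cells, line 68-5-11 / Incubation: 3-day compound exposure, then 15 min fixation at room temperature / Compound: single concentration per compound, delivered by pin transfer / Buffer or medium: DMEM plus 5-aza-dC sensitizer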
# ERAP1 inh = blocks human ERAP1 aminopeptidase activity; inhibition, % at 10.7 µM; actives 0.15% (n = 340,000); recombinant ERAP1, Leu-AMC fluorescence, 60 min;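 active means mean replicate inhibition of at least 30%, or all replicates individually reaching that 30% level; inactive means mean below 30% and not every replicate reaching it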;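 further: 0% = neutral control wells and 100% = L-leucinethiol positive control wells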
# Target sequence (Q9NZ08 whole entry, looked up): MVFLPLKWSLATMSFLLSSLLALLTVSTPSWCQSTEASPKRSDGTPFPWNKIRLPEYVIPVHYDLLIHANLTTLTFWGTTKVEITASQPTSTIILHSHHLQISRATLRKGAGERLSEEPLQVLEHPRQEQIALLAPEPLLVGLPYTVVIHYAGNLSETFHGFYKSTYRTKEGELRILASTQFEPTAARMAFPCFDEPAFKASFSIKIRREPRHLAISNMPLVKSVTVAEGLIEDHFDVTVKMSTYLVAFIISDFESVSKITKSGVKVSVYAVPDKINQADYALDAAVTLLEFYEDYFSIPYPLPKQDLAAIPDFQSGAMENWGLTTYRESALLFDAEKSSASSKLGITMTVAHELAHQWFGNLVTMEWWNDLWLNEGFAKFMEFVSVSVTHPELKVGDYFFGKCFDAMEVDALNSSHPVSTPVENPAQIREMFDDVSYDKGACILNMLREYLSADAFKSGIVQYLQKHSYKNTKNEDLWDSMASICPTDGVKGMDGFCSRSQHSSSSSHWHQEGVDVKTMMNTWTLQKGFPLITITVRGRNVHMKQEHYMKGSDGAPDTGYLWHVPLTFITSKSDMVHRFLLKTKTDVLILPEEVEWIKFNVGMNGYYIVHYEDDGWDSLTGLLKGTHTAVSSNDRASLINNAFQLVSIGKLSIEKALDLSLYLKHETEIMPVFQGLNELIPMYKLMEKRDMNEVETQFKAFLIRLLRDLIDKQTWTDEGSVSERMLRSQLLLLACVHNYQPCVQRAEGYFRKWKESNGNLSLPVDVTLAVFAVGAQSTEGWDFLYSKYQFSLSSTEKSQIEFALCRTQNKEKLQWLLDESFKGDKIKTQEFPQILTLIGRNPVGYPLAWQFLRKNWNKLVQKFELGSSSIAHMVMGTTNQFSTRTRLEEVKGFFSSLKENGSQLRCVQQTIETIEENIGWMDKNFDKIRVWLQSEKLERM
# PGC1a acetyl inh = lowers PGC1a acetylation signal in U2OS cells. AlphaScreen anti-acetyl-lysine; with virally co-expressed GCN5 acetyltransferase. inhibition, % at 15.6 µM. actives 0.17% (n = 350,000). AID 651687;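 active means every replicate shows inhibition of at least 40%; inconclusive means mean inhibition at least 40% but some replicate below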;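 further: 0% = neutral control wells and 100% = positive control wells; some results beyond the cut were filed as inactive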
# LGR2 inh = inhibitors of bursicon-induced Drosophila LGR2 receptor cAMP signaling; actives 0.35% (n = 380,000); inhibition, % at 9.99 µM; HEK293 LGR2, CRE-luciferase, bursicon-stimulated, 4 h;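 active means drop in luminescence signal, shown as inhibition above about 50% in the replicate tests, limit read from the data, passing the limit was not always enough; inconclusive means probably only some replicates passing the limit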;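 further: agonist challenge used bursicon conditioned medium at about half maximal strength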
# Statin myotox sup = suppressors of simvastatin-induced myotoxicity in C2C12 myotubes. rescue of ATP level, % at 7.49 µM. AID 602340. ATP luminescence, 48 h; scaled: DMSO 0, geranylgeraniol control 100. actives 0.78% (n = 330,000);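 active means mean ATP rescue above about 67%, or every replicate alone reaching that limit, limit read from the data, passing the limit was not always enough; inconclusive means no clear call, values can overlap the other calls; inactive means mean under the limit and some replicate under it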;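 further: myotubes were challenged with 10 µM simvastatin during compound exposure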
# SIRT5 block = inhibitors of human sirtuin-5 desuccinylase; inhibition, % at 15 µM; Q9NXA8; actives 1.1% (n = 330,000); Purified SirT5, succinyl-peptide AMC, trypsin-coupled fluorescence; AID 652115; in the data active means inhibition above about 15%; inconclusive means no clear call, values can overlap the other calls
# * marks the source's active call; other numbers are inactive results; ? = inconclusive; / = no result given. An excerpt; the hit share may differ from the screen's.
SMILES,Cneo AK release,S100A4 MyoIIA,XiGFP reactiv,ERAP1 inh,PGC1a acetyl inh,LGR2 inh,Statin myotox sup,SIRT5 block
O=S(=O)(N[C@@H]1CC[C@H](CCn2cc(-c3ccc(F)cc3)nn2)O[C@H]1CO)c1ccccc1F,-3,-5,-0.5,-2,-4,-9,7,-3
N#Cc1ccc(S(=O)(=O)N2CCCCC2c2cc(C(=O)NCc3cccnc3)no2)cc1 (configuration not stated),-1,-5,0.0,3,1,16,11,0
COC(=O)C1=C(C)N(Cc2cccc(C(F)(F)F)c2)C(=NCc2cc(OC)c(OC)c(OC)c2)NC1CCc1ccccc1 (configuration not stated),/,1,0.0,4,/,-15,/,0
O=c1cc(Cl)[nH]n(-c2ccccc2)c1=O,1,-8,0.1,3,0,8,11,-3
COc1cc(/C=N/N=C(\N)c2nonc2N)cc(OC)c1O,/,0,-0.1,-1,-1,-75,/,3
COc1ccccc1NC(=S)NC1CCCCC1,5,/,0.1,/,-1,9,3,/
COc1ccccc1/C=C/C(=O)NC(=S)NCC1CCCO1 (configuration not stated),4,3,-0.1,-2,10,-1,6,-3
COc1ccc(CCNC(=O)c2cc3c(=O)n4ccccc4nc3n(CCN3CCOCC3)c2=N)cc1,-2,-4,0.1,-10,-7,7,10,6
COc1ccc(CCNC(=O)C2CC(c3ccccc3C(F)(F)F)=NO2)cc1 (configuration not stated),6,-5,0.1,2,/,4,10,1
C[C@H]1CCCCO[C@H](CN(C)C(=O)c2ccccc2)[C@@H](C)CN([C@@H](C)CO)C(=O)c2cc(NC(=O)Nc3ccccc3)ccc2O1,8,-3,0.0,-7,-12,-13,/,6
Cc1noc(C)c1NC(=O)Nc1cccc2c1O[C@@H](CN(C)Cc1ccc(-c3ccccc3)cc1)[C@H](C)CN([C@H](C)CO)C2=O,-2,-16,0.2,0,-5,4,?,1
COc1cc(OC)cc(-c2nn[nH]n2)c1,-5,/,-0.1,/,4,-22,10,/
O=C(Cc1c(Cl)cccc1Cl)OCC(=O)N1CCOCC1,0,-4,0.2,3,-5,-5,2,0
CCOC(=O)C(C)Sc1nc(N)c(NC(=O)c2ccc(OC)c(OC)c2)c(=O)[nH]1 (configuration not stated),1,-4,-0.1,-6,/,-25,4,-1
O=C(Nc1nnc([C@@H]2C[C@H](O)[C@@H](CO)O2)s1)c1cccc(C(F)(F)F)c1,4,-1,-0.1,1,0,/,-2,-3
Cc1ccc(S(=O)(=O)Nc2ccc3c(c2)C(=O)N([C@@H](C)CO)C[C@@H](C)[C@@H](CN(C)C)OCCCC[C@H](C)O3)cc1,-5,-13,0.2,1,1,-5,-7,-2
COc1ccccc1-c1cc(C(=O)N2CCCc3ccccc32)no1,/,-5,?,/,-13,-4,-4,-1
CCc1ccc(C(c2c(C)nn(-c3ccccc3)c2N)c2c(C)nn(-c3ccccc3)c2N)cc1,1,-6,0.0,-1,/,2,/,0
Cc1cccc(-n2nnnc2SCC(=O)Nc2ccc(N3CCN(C)CC3)cc2)c1,8,-5,0.1,-2,-3,-2,1,-3
Cc1nc2c(-c3ccc(F)cc3)cnn2c(N)c1-c1ccccc1,1,7,0.3,-1,/,64*,-84,-3
O=C(CCC(=O)c1cccs1)NCC(=O)Nc1ccc(F)c(F)c1F,/,-19,0.0,-1,/,-8,/,-1
Cc1cccc(C)c1-n1nnnc1C1(C)CCC(=O)N1CCc1ccccc1F (configuration not stated),/,0,0.0,1,/,-2,/,/
O=C1Nc2ccc(Cl)cc2/C1=C/C1CC=CCC1 (configuration not stated),1,/,0.3,/,0,24,9,/
CCS(=O)(=O)Nc1ccc2c(c1)C(=O)N(C)[C@@H]1CC[C@H](CC(=O)N[C@@H]3CCN(Cc4ccccc4)C3)O[C@@H]1CO2,2,/,0.0,/,/,2,-4,/
O=C(C[C@H]1CC[C@H]2[C@@H](COC[C@@H](O)CN2C(=O)Nc2ccccc2)O1)NCc1ccccc1F,0,7,0.0,-3,3,10,16,-6
COc1ccc(C(=O)NCCCOc2cccc(NC(C)=O)c2)cc1,/,-3,0.0,-5,5,-3,/,-2
Cc1ccc(NC(=O)CN(C)C(=O)c2cccc(-n3cccc3)c2)cc1,1,1,0.1,4,-6,8,9,2
C[C@H]1CN([C@@H](C)CO)C(=O)c2cccc(NS(=O)(=O)c3cccs3)c2O[C@@H]1CN(C)Cc1ccc(C(=O)O)cc1,-2,5,0.0,3,8,-6,-9,5
COc1ccc(CCn2c(SCC(=O)Nc3cc(C)on3)nc3ccsc3c2=O)cc1OC,1,/,/,/,4,-21,-10,/
C[C@H]1CN([C@@H](C)CO)C(=O)c2cc(-c3cncnc3)cnc2O[C@H]1CN(C)C(=O)Cc1cccnc1,31,-3,0.3,-7,/,14,12,0
CCOC(=O)C1CCN(C2=NC(=O)/C(=C/c3ccc(Cl)cc3)S2)CC1,-1,-8,0.1,-2,5,-6,-8,0
C[C@@H]1CN([C@H](C)CO)S(=O)(=O)c2ccc(C3=CCCCC3)cc2O[C@H]1CN(C)C(=O)CN(C)C,-6,-86,0.2,-7,-28,-4,-3,7
CCOc1cc(S(=O)(=O)NCCc2ccccc2C)c(OCC)cc1-n1cnnn1,-4,/,/,/,-12,-3,-5,/
C=CCNC(=O)/C(C#N)=C/c1ccc(SC)cc1,/,6,0.0,0,5,-53,/,-5
COc1ccc(C)cc1NC(=O)CSc1nnnn1C1CCCC1,3,-7,0.0,0,/,-7,-2,1
COC(=O)/C=C/CC(C)OS(N)(=O)=O (configuration not stated),5,58,0.0,-4,0,4,-1,/
COC(=O)[C@@H]1Cc2c([nH]c3ccccc23)C(C)N1C(=O)c1ccccc1 (some centres not stated),-2,-1,0.2,0,-2,-3,-10,-4
C[C@H](CO)N1C[C@H](C)[C@@H](CN(C)Cc2ccccn2)Oc2ncc(C#CCN(C)C)cc2C1=O,-11,-31,-0.2,-9,-9,-16,7,2
NC(=O)c1nccc2ccccc12,/,2,0.0,-1,/,1,/,2
Cc1ccc(-c2nnc(SCC(=O)N/N=C/c3ccccc3C(=O)O)n2-c2ccc(Cl)cc2)cc1,0,-1,-0.2,/,-2,-19,/,-1

# Records above marked active in LGR2 inh:
Structure,S100A4 MyoIIA,ERAP1 inh,PGC1a acetyl inh,LGR2 inh,SIRT5 block
Cc1nc2c(-c3ccc(F)cc3)cnn2c(N)c1-c1ccccc1,7,-1,/,64*,-3

# A second format for some results above.
Compound | Cneo AK release | S100A4 MyoIIA | XiGFP reactiv | ERAP1 inh | PGC1a acetyl inh | LGR2 inh | Statin myotox sup | SIRT5 block
CCOC(=O)C1CCN(C2=NC(=O)/C(=C/c3ccc(Cl)cc3)S2)CC1 | -1 | -8 | 0.1 | -2 | 5 | -6 | -8 | 0
C[C@@H]1CN([C@H](C)CO)S(=O)(=O)c2ccc(C3=CCCCC3)cc2O[C@H]1CN(C)C(=O)CN(C)C | -6 | -86 | 0.2 | -7 | -28 | -4 | -3 | 7

# (continued)
SMILES,Cneo AK release,S100A4 MyoIIA,XiGFP reactiv,ERAP1 inh,PGC1a acetyl inh,LGR2 inh,Statin myotox sup,SIRT5 block
Cn1c(CC(=O)Nc2ccccc2)nnc1SCC(=O)NC1CCCC1,/,-5,0.0,-3,/,13,-7,-1
CC(C)(C)NC(=O)CN1CCC(NC(=O)C23CC4CC(CC(C4)C2)C3)CC1,/,-5,0.3,-2,/,10,/,5
CSCCC(NC(=O)COc1ccccc1)C(=O)N(C)CC(=O)Nc1ccc(Cl)cc1 (configuration not stated),-1,-1,0.0,-7,-1,12,7,10
CCCC(=O)c1cc2c(cc1NC(=O)c1ccccc1F)OCCO2,/,-3,0.2,-1,4,-11,/,1
Cc1cc(-c2ccccc2)nc(N(C)C)c1S(C)(=O)=O,/,-4,0.3,3,/,9,/,-5
Cc1nnc(C)n1/N=C/c1ccc(O)cc1,1,/,/,/,-5,4,5,/
C[C@@H]1CCCCO[C@H](CN(C)C(=O)CCCN(C)C)[C@@H](C)CN([C@H](C)CO)C(=O)c2cc(NS(C)(=O)=O)ccc2O1,0,-25,0.6,2,-6,16,9,7
Cc1ccc(Cc2c(-c3ccc(Br)cc3)nc3ccc(Br)cn23)cc1,12,-8,0.2,0,/,-96,7,-3
COc1ccc(Cl)cc1S(=O)(=O)NCc1ccncc1,0,17,0.0,-1,5,0,/,-3
C[C@@H]1CCCCO[C@H](CN(C)Cc2ccncc2)[C@H](C)CN([C@H](C)CO)C(=O)c2cc(NC(=O)CCC(F)(F)F)ccc2O1,0,-17,0.1,3,2,-11,-3,-4
CN(CC(=O)Nc1ccccc1Cl)C(=O)CN1C(=O)NC(c2ccccc2)(c2ccccc2)C1=O,1,-5,0.1,2,/,-3,6,-2
CO[C@H]1CN(C)C(=O)c2ccc(NC(=O)c3ccc(F)cc3)cc2OC[C@@H](C)NC[C@H]1C,-1,-8,0.0,0,-1,0,-3,-9
COc1ccccc1CNC(=O)CCN1C(=O)COc2ccccc21,/,-5,/,1,/,12,/,-7
COc1ccc(S(=O)(=O)N2CCN(C(=O)CCOc3ccccc3)CC2)cc1OC,-2,1,-0.1,2,3,-5,-7,-10
CCCCc1ccc(NC(=S)NCc2ccc(OC)cc2)cc1,7,0,0.1,-1,/,-6,9,/
COc1ccc(OC)c(CN2CCCC(C(=O)N3CCCCC3)C2)c1 (configuration not stated),-1,/,/,/,-4,2,3,/
CCS(=O)(=O)N[C@H]1C=C[C@@H](CC(=O)Nc2ccc(-c3ccccc3)cc2)O[C@H]1CO,25,0,/,4,0,/,0,/
O=C(O)c1ccccc1Sc1ncnc2sc3c(c12)CCC3,-2,4,0.0,7,-4,-11,/,1
CCCCOCCCNC(=O)C[C@@H]1C[C@@]2(C(=O)OCC)CCC=C2N(Cc2ccco2)C1=O,/,-4,0.3,-2,/,-9,/,-6
C[C@@H]1CN([C@@H](C)CO)S(=O)(=O)c2ccc(C#Cc3ccc(F)cc3)cc2O[C@@H]1CN(C)S(=O)(=O)c1ccc(F)cc1,0,55,0.0,1,13,15,11,26*
O=C(COC(=O)C1=COCCO1)Nc1ccc(OC(F)F)cc1,/,-2,0.0,0,/,-9,/,1
CCOc1ccc(/C=C\c2nc(O)c([N+](=O)[O-])c(=O)[nH]2)cc1OCC,-2,8,0.1,1,/,-2,2,-3
COc1ccc(OCc2cc(C(=O)NCC(C)Oc3cccnc3)no2)c(Cl)c1 (configuration not stated),-1,30,0.0,3,-5,-38,-10,0
Cc1cc(F)ccc1S(=O)(=O)N1CCCOC1CNC(=O)C(=O)NC1CC1 (configuration not stated),2,-7,0.0,2,-1,4,-4,-2
COc1ccccc1NS(=O)(=O)N(C)C,-1,/,/,/,2,4,-2,/
O=C(C[C@H]1C[C@H]2c3cc(NC(=O)Nc4ccccc4)ccc3O[C@H]2[C@H](CO)O1)NCc1ccncc1,0,2,0.4,1,7,7,4,1
COc1cccc(-c2ccc3c(c2)O[C@@H](CN(C)CC2CC2)[C@@H](C)CN([C@@H](C)CO)S3(=O)=O)c1,0,2,0.8,3,-16,4,-25,-6
Cc1ccc2nc(SCC(=O)c3ccccc3)nc(=O)n2c1,/,-2,0.1,1,/,-13,-14,-2
COCC(=O)N1[C@@H](CO)[C@@H](c2ccccc2)C12CN(C(=O)Cc1ccccn1)C2,/,7,0.0,-1,/,6,/,-1
